Screening data as filed in PubChem BioAssay.
GluA2 TARP mod = GluA2-stargazin AMPA receptor complex modulation | O88602+P19491 | HEK293 GluA2+stargazin, membrane potential dye (FDSS), glutamate EC50; hits were called plate by plate, in both directions | calls only at 30 µM | 40,000 tested, 3.5% active | AID 1259245;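 active = any of four per-well response measures lying three or more SD from its plate-wide compound average, in either direction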
Target sequence (O88602 whole entry, looked up): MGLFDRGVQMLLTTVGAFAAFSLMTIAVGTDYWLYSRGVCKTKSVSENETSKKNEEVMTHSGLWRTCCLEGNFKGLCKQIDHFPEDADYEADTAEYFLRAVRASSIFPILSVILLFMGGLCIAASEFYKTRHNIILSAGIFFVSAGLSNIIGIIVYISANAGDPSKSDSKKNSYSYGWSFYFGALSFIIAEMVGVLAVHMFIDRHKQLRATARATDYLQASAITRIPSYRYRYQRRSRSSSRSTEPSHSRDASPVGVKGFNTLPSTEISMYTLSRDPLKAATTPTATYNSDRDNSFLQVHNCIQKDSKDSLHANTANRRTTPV
Target sequence (P19491 whole entry, looked up): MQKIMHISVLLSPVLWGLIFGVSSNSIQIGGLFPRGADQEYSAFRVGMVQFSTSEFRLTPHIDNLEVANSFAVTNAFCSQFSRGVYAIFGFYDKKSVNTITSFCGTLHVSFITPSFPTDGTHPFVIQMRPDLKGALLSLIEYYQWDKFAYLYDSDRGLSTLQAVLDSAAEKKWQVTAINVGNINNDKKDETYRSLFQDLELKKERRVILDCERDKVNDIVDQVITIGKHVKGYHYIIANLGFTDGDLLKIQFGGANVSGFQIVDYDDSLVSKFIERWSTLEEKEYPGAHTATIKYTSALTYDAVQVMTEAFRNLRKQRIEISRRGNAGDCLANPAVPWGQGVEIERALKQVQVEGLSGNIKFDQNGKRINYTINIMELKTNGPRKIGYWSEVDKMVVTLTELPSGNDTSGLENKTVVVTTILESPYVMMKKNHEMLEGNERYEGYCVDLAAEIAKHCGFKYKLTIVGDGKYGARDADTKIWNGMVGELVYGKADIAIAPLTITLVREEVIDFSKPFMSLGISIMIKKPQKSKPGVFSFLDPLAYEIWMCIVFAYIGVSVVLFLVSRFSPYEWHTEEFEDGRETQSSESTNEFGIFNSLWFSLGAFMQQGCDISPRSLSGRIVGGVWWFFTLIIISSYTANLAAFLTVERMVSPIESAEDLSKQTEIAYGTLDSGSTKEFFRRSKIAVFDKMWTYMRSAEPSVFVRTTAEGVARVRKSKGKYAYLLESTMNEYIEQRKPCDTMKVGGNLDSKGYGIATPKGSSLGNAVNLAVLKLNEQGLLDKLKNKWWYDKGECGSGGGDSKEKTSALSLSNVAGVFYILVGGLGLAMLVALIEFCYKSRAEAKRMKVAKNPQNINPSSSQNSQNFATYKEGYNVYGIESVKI
GluA2 TARP mod agonism max-min = recorded beside GluA2 TARP mod, whose call it bears; compound max-min signal; compound-alone response (agonism);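 unitless range of fluorescence divided by baseline over first 100 seconds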
GluA2 TARP mod glutamate slope = further read-out of GluA2 TARP mod, marked with its call; glutamate slope, % of max; measured here: glutamate response slope, % max;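 scaled per plate between vehicle wells and maximal 1 mM glutamate control wells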
The depositor's hits bear a star; i = inactive; + = active, no number. A portion of the library; rates above refer to the full screens.

GluA2 TARP mod	GluA2 TARP mod agonism max-min	SMILES	GluA2 TARP mod glutamate slope
+	0.064*	COc1ccccc1CNC(=O)CC1CCCCN1S(=O)(=O)c1ccc(C)cc1 (stereo not given)	73*
i	0.087	COCCCNC(=O)c1nn(-c2ccc(F)cc2)cc1OCc1ccccc1	39
i	0.084	O=C(c1ccc(Cl)c(N2C(=O)CCS2(=O)=O)c1)N1CCc2ccccc2C1	48
i	0.086	COc1cccc(NC(=O)Cn2cc(-c3nnc(-c4ccccc4)o3)c3ccccc32)c1	61
i	0.095	O=C(CSc1ccc(NC(=O)c2ccco2)nn1)NCc1cccs1	45
i	0.17	O=C(Nc1ccc2c(c1)N(C(=O)C1CCCC1)CC2)Nc1cccs1	47
i	0.024	OCC1OC2OC3(CCCCC3)OC2C2OC3(CCCCC3)OC12 (stereo not given)	45
i	0.058	O=C(Cc1ccc(NS(=O)(=O)Cc2ccccc2)cc1)NCc1cccs1	32
i	0.083	O=C(CCc1csc(NS(=O)(=O)c2ccccc2)n1)NC1CCCCC1	58
i	0.11	O=C(NCCCc1ccccc1)NCC1(O)CCOCC1	63
i	0.11	COCCNC(=O)Cc1csc(Nc2cccc(C(F)(F)F)c2)n1	64
i	0.11	CCC(CC)C(=O)N1CC(=O)Nc2ccccc21	64
i	0.099	O=C(NC(=S)NC1CCS(=O)(=O)C1)c1ccc(Cl)cc1Cl (stereo not given)	66
i	0.051	CCCNC(=O)C(=O)Nc1ccc2c(c1)N(C(=O)C(C)C)CCC2	70
i	0.032	COc1ccccc1OCCN1C(=O)C2(OCCCO2)c2ccccc21	50
i	0.13	CC(O)(CNC(=O)Nc1ccccc1Cl)c1ccc2c(c1)OCO2 (stereo not given)	49
i	0.093	Cc1cccc(S(=O)(=O)Nc2ccc3c(c2)CCCN3S(=O)(=O)c2ccccc2)c1	57
i	0.075	O=C(CSc1cccc2cccnc12)N1CCCCCC1	52
i	0.091	N#Cc1c(NC(=O)CCCS(=O)(=O)c2ccccc2)sc2c1CCC2	75
i	0.1	COCC(C)NC(=O)C(=O)Nc1ccccc1[N+](=O)[O-] (stereo not given)	70

Continued; it opens with the seven that closed the last part.
GluA2 TARP mod	GluA2 TARP mod agonism max-min	SMILES	GluA2 TARP mod glutamate slope
i	0.051	CCCNC(=O)C(=O)Nc1ccc2c(c1)N(C(=O)C(C)C)CCC2	70
i	0.032	COc1ccccc1OCCN1C(=O)C2(OCCCO2)c2ccccc21	50
i	0.13	CC(O)(CNC(=O)Nc1ccccc1Cl)c1ccc2c(c1)OCO2 (stereo not given)	49
i	0.093	Cc1cccc(S(=O)(=O)Nc2ccc3c(c2)CCCN3S(=O)(=O)c2ccccc2)c1	57
i	0.075	O=C(CSc1cccc2cccnc12)N1CCCCCC1	52
i	0.091	N#Cc1c(NC(=O)CCCS(=O)(=O)c2ccccc2)sc2c1CCC2	75
i	0.1	COCC(C)NC(=O)C(=O)Nc1ccccc1[N+](=O)[O-] (stereo not given)	70
i	0.11	CCOc1ccccc1NC(=O)Cn1c(=O)n(Cc2ccco2)c(=O)c2oc3ccccc3c21	64
i	0.081	CS(=O)(=O)N1CCN(C(=O)C2CN(C(=O)c3cnccn3)C2)CC1	60
i	0.044	CCCc1cc(=O)[nH]c(SCC(=O)N2CCC(C)CC2)n1	60
i	0.07	COc1ccccc1C1=NN(C(=O)c2cccc(F)c2)C(c2ccc3nccnc3c2)C1 (stereo not given)	60
i	0.085	Cc1cccc(S(=O)(=O)Nc2ccc3c(c2)CCCN3C(=O)c2ccccc2)c1	65
i	0.09	COCCNC(=O)Cn1nc2c(c1NC(=O)Cc1ccc(OC)cc1)CSC2	54
i	0.11	O=C(COc1ccccc1)Nc1nnc(CSc2ccccc2)o1	45
i	0.1	CCCS(=O)(=O)N1CCN=C1SCc1ccc(Cl)c(Cl)c1	57
i	0.083	CC1CCN(c2ncc3c(=O)n(CC(=O)Nc4ccc(Cl)cc4)cnc3n2)CC1	68
i	0.053	COc1ccc(-n2c(=O)c3ccccc3n(CC(=O)N3CCC(C)CC3)c2=O)cc1	56
i	0.059	CC1C(=O)NCCN1C(=O)c1nc2ccccc2s1 (stereo not given)	30
i	0.047	CCNC(=O)C1Cc2ccccc2N1C(=O)c1ccc(OCC)c(OCC)c1 (stereo not given)	54
i	0.027	O=C(NCc1ccc2c(c1)OCO2)C(=O)Nc1ccc(N2CCCS2(=O)=O)cc1	47
i	0.13	CS(=O)(=O)N1CCN(CCNC(=O)c2ccccc2C(F)(F)F)CC1	51
i	0.15	CC(C)(C)c1ccc(NC(=O)NCC2(O)CCOCC2)cc1	60
i	0.064	Cc1ccc(Nc2nc(C(=O)NCc3ccc(S(N)(=O)=O)cc3)cs2)c(C)c1	61
i	0.084	CC(O)(CNC(=O)NCc1ccc(F)cc1)C1CC1 (stereo not given)	67
i	0.091	Cn1nc(-c2ccc(F)cc2)cc1C(=O)N1CCC(c2nnc(-c3ccco3)s2)CC1	66
i	0.062	COc1ccc(-c2nnc(SCC(=O)Nc3ccc(C)c(C)c3)n2N)cc1OC	59
i	0.086	Cc1ccc(-n2nc3c(c2NC(=O)C(=O)NC2CCCCCC2)CS(=O)(=O)C3)c(C)c1	95
i	0.072	CC1CCN(S(=O)(=O)c2ccc(Cl)s2)CC1	58
i	0.059	COc1ccccc1CNC(=O)CC1CCCCN1S(=O)(=O)c1ccc(Cl)cc1 (stereo not given)	88
i	0.095	COc1ccc(S(=O)(=O)NCCNc2cc(-n3ccnc3C)nc(C)n2)cc1Cl	57
i	0.035	O=C(CN1CCN(c2nccn2-c2cccc(Cl)c2)CC1)N1CCOCC1	20
i	0.11	Cc1nc(NC(=O)CCCS(=O)(=O)c2ccccc2)sc1C	51
+	0.051*	CSc1ncccc1C(=O)N1CCC(CNC(=O)C2(c3ccc(Cl)cc3)CCCC2)CC1	56*
i	0.11	Cc1ccc(NC(=O)c2ccc(S(=O)(=O)N(C)C)cc2)c(C)c1	60
i	0.11	COCC(C)NC(=O)C(=O)Nc1ccc([N+](=O)[O-])cc1 (stereo not given)	53
i	0.1	COCCn1c(N2CCN(Cc3cccc(C)c3)CC2)nc2c1c(=O)[nH]c(=O)n2C	11
i	0.072	Cc1ccccc1C(=O)NCCn1ncc2c(NCCc3ccccc3)ncnc21	60
i	0.092	NS(=O)(=O)c1ccc(CNC(=O)C2CCCN(c3ccc(-n4cccn4)nn3)C2)cc1 (stereo not given)	68
i	0.093	CC1(C)Cc2c(sc(NC(=O)CCCSCc3ccccc3)c2C#N)C(C)(C)N1	44
i	0.079	COC(=O)N1CCC(CNC(=O)c2ccccn2)CC1	62
i	0.18	O=C(CC1Nc2ccccc2NC1=O)Nc1ccc(OC(F)(F)F)cc1 (stereo not given)	40
i	0.1	Cc1nnsc1C(=O)NCCNc1cc(-n2ccnc2C)ncn1	50
i	0.06	CCC(C(=O)NCCOc1ccccc1)c1ccccc1 (stereo not given)	56
i	0.028	COc1ccc2nc(-c3cccc(NC(=O)c4cc(Cl)ccc4OC)c3)cn2n1	28
i	0.079	O=C(Cc1ccc(NC(=O)c2ccccc2C(F)(F)F)cc1)NC1CC1	47
i	0.054	O=C(Cc1ccc(NC(=O)c2ccco2)cc1)NCc1cccs1	67
i	0.11	COc1cc(OC)cc(-n2c(=O)c3sccc3n(CC(N)=O)c2=O)c1	59
i	0.15	COc1ccccc1CN1CC(O)=C(c2nc3ccccc3[nH]2)C1=N	51
i	0.12	O=C(Nc1onc2c1CCCC2)C1CN(C(=O)COc2ccccc2F)C1	52
i	0.082	COc1ccc(S(=O)(=O)CCC(=O)Nc2sc3c(c2C#N)CCN(C(C)=O)C3)cc1	74
i	0.1	O=C(/C=C/c1ccc2c(c1)OCO2)N1CCC(c2nnc(-c3ccco3)s2)CC1	64
i	0.067	COc1cccc(-c2nnc3ccc(OCCNC(=O)c4ccc(F)c(F)c4)nn23)c1	85
i	0.087	CC(=O)NCCN1CCC(c2cccs2)CC1	55
i	0.044	CCCCSc1nc2ccc(C)cc2[nH]1	35
i	0.068	COc1ccc(CCS(=O)(=O)NCC(c2cccn2C)N2CCOCC2)cc1 (stereo not given)	49
i	0.035	Cc1ccc(-c2ccc(OCCNS(=O)(=O)c3cc(F)ccc3F)nn2)cc1	65
i	0.082	O=C(Nc1ccccc1)N1CCC2(CC1)NC(=O)N(CCc1ccccc1)C2=O	30
i	0.12	COc1cc(C(C)=O)ccc1OCC(=O)NCCn1nc(-c2cccs2)ccc1=O	53
i	0.086	COc1ccccc1NC(=O)N1CCC(CNC(=O)C(=O)Nc2cc(C)on2)CC1	61
i	0.21	COc1ccc(C)c2sc(N(CCN3CCOCC3)C(=O)c3ccc(S(C)(=O)=O)cc3)nc12	61
i	0.026	Cc1cc(C)c(C)c(OCC(O)Cn2cnc3ccccc32)c1 (stereo not given)	51
i	0.061	CC1CC(C)CN(c2ncnc3nc[nH]c23)C1 (stereo not given)	59
i	0.084	O=C(NCC1COC2(CCCCC2)O1)c1ccc(F)cc1 (stereo not given)	98
i	0.076	Cn1c(=O)[nH]c(=O)c2c1nc(N1CCOCC1)n2CCCn1c(N2CCOCC2)nc2c1c(=O)[nH]c(=O)n2C	32
i	0.072	COc1ccc2cc(CCNC(=O)c3ccc(S(=O)(=O)N4CCCCC4)cc3)c(=O)[nH]c2c1	49
i	0.051	COC(=O)Cn1c(=O)c2c(nc(-n3nc(C)c(C)c3C)n2C(C)C)n(C)c1=O	49
i	0.18	COc1ccc(SCCC(=O)Nc2sccc2C(N)=O)cc1	55

Carrying on.
GluA2 TARP mod	GluA2 TARP mod agonism max-min	SMILES	GluA2 TARP mod glutamate slope
i	0.11	COc1cc(-c2noc(CSc3ccc(-c4ccccc4)nn3)n2)cc(OC)c1OC	44
i	0.14	COc1ccccc1-c1c(C)nn2c(NCCN(C)C)cc(C)nc12	60
i	0.031	COC(=O)c1ccc(NC(=O)CSc2ncnc3c2nnn3C)cc1	16
i	0.1	CC1CCCCN1c1ccc(N2CCN(C(=O)c3cccc([N+](=O)[O-])c3)CC2)nn1 (stereo not given)	50
i	0.091	COc1ccc(NC(=O)C2Nc3cc(C(F)(F)F)ccc3S(=O)(=O)N2)cc1 (stereo not given)	83
i	0.06	CCCCN(C)C(=O)c1snc(C(=O)NCC)c1N	57
i	0.1	O=C(NCCCS(=O)(=O)N1CCN(c2ccccc2)CC1)c1ccco1	90
i	0.037	COc1ccc(Oc2c(C)oc3c4c(ccc3c2=O)OCN(C2CC2)C4)cc1	15
i	0.18	CN(C)S(=O)(=O)c1ccc(C(=O)NCCn2ncc3c(N4CCCC4)ncnc32)cc1	73
i	0.077	O=C(c1ccc(Cn2c(=S)[nH]c3ccc(Br)cc3c2=O)cc1)N1CCOCC1	81
i	0.11	CNC(=O)CSc1nc2c(c(=O)[nH]c(=O)n2C)n1Cc1ccc(C)cc1	57
i	0.088	CCCCOc1ccc(C(=O)Nn2cnc3c(cnn3C(C)(C)C)c2=O)cc1	70
i	0.1	COc1ccc([N+](=O)[O-])cc1NC(=O)CCCS(=O)(=O)c1ccc(Cl)cc1	56
i	0.081	O=C(NCC(=O)N1CCN(Cc2ccccc2)CC1)C1CCCCC1	54
i	0.055	CNC(=O)CSc1nc(-c2ccccc2)c(NC(=O)c2cc(OC)cc(OC)c2)s1	56
i	0.12	Cc1noc(C2CN(C(=O)c3csc(-c4ccccc4)n3)C2)n1	60
i	0.08	COc1ccc(C(C)(C)C)cc1S(=O)(=O)NCCNc1cc(-n2ccnc2C)ncn1	48
i	0.089	CC(=O)N1CCN(C(=O)Cc2csc(Nc3ccccc3)n2)CC1	59
i	0.14	CC1CCCN(C(=O)CN2CCN(c3ccc(F)c(F)c3)C2=O)C1 (stereo not given)	51
i	0.071	CN(Cc1ccco1)S(=O)(=O)c1ccc(C(=O)Nc2cc(Cl)cc(Cl)c2)cc1	46

Two neighbouring compounds from above, quoted:
GluA2 TARP mod	GluA2 TARP mod agonism max-min	SMILES	GluA2 TARP mod glutamate slope
+	0.064*	COc1ccccc1CNC(=O)CC1CCCCN1S(=O)(=O)c1ccc(C)cc1 (stereo not given)	73*
i	0.087	COCCCNC(=O)c1nn(-c2ccc(F)cc2)cc1OCc1ccccc1	39

The main list resumes with the 2 entries that preceded the break.
GluA2 TARP mod	GluA2 TARP mod agonism max-min	SMILES	GluA2 TARP mod glutamate slope
i	0.14	CC1CCCN(C(=O)CN2CCN(c3ccc(F)c(F)c3)C2=O)C1 (stereo not given)	51
i	0.071	CN(Cc1ccco1)S(=O)(=O)c1ccc(C(=O)Nc2cc(Cl)cc(Cl)c2)cc1	46
i	0.17	COc1ccc(-c2nnc3ccc(OCCNC(=O)Cc4cccs4)nn23)cc1OC	52
i	0.11	CNC(=O)c1cc2c(=O)n3cccc(C)c3nc2n1Cc1ccccc1	60
i	0.043	Cc1ccc2c(c1)NC(SCC(=O)Nc1ccc(F)c(Cl)c1)=NS2(=O)=O	42
i	0.08	O=S(=O)(NCC1CCN(c2ncccn2)CC1)c1cccnc1	59
i	0.09	O=C(Nc1nnc(Cc2cccs2)o1)c1ccc2c(c1)OCCO2	45
i	0.16	COc1ccc(NC(=O)C(=O)NCC2(c3ccccc3)CCOCC2)cc1Cl	53
i	0.083	Cc1sc2nc(SCC(=O)c3cccs3)n(Cc3ccco3)c(=O)c2c1C	58
i	0.053	COc1cn(CC(=O)Nc2cccc(C)c2C)c(CSc2nncn2C)cc1=O	44
i	0.086	O=C(Nc1ccccc1OC(F)F)c1ccc(S(=O)(=O)N2CCCCC2)cc1	51

Limited to GluA2 TARP mod agonism max-min (3 entries from above):
| smiles | GluA2 TARP mod agonism max-min |
| --- | --- |
| CC1(C)Cc2c(sc(NC(=O)CCCSCc3ccccc3)c2C#N)C(C)(C)N1 | 0.093 |
| O=C(Cc1ccc(NC(=O)c2ccco2)cc1)NCc1cccs1 | 0.054 |
| CCC(CC)C(=O)N1CC(=O)Nc2ccccc21 | 0.11 |
